# High-throughput results (PubChem BioAssay)
# PAFAH2 inh: PAFAH2 enzyme inhibitors, primary screen, biochemical, fluorescence polarization, human; Platelet-activating factor acetylhydrolase 2, cytoplasmic (Homo sapiens), Q99487; inhibition, % at 3.39 µM; AID 492956, 2010; recombinant PAFAH2, FP-rhodamine activity probe; hit rate 0.99% among 340,000;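 active means inhibition above the mean over all tested compounds plus 3 SD, cut at about 30% in these data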;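 further: inhibitors block probe labeling of enzyme so polarization drops; 0% = enzyme with DMSO and 100% = wells lacking PAFAH2 protein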
# PME-1 inh: PME-1 inhibitors via competitive probe labeling, primary screen, biochemical, fluorescence polarization, FP-Rh probe, HTS. recombinant PME-1. hit rate 0.53% among 320,000. inhibition, % at 5.9 µM. Protein phosphatase methylesterase 1 (Homo sapiens), Q9Y570;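 active means inhibition above the campaign mean of all compounds plus 3 SD, cut at about 26% in these data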;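 further: competitive labeling of PME-1 active site by serine hydrolase directed probe; 0% = PME-1 with DMSO and 100% = wells lacking PME-1 enzyme; inhibitors block probe labeling so polarization falls and inhibition rises; many of its hits are not listed in these tables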
# PAFAH1B3 FP inh: PAFAH1B3 enzyme inhibitors, primary screen, biochemical, fluorescence polarization, human; recombinant PAFAH1B3, FP-rhodamine probe; inhibition, % at 3.39 µM; hit rate 0.28% among 340,000;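 active means inhibition above the screen-wide average of all tested compounds plus 3 SD, cut at about 25% in these data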;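 further: 0% = enzyme with DMSO only and 100% = wells lacking PAFAH1B3 protein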
# PAFAH1B2 inh: PAFAH1B2 enzyme inhibitors, primary screen, biochemical, fluorescence polarization, human; Platelet-activating factor acetylhydrolase IB subunit alpha2 (Homo sapiens), P68402; recombinant PAFAH1B2, FP-rhodamine activity probe; inhibition, % at 3.39 µM; hit rate 1.2% among 340,000; AID 492953, 2010;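 active means inhibition above the mean of all tested compounds plus 3 SD, cut at about 24% in these data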;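 further: 0% = enzyme with DMSO and 100% = wells lacking PAFAH1B2; many of its hits are not listed in these tables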
# Target sequence (P68402 whole entry, looked up): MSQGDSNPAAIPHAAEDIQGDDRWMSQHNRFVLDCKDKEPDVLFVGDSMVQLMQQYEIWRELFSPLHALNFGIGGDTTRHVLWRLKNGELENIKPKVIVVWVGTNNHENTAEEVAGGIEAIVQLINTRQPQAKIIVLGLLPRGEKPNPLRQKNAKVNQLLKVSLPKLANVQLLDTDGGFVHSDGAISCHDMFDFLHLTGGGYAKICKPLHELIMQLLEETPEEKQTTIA
# LYPLA1 counter: LYPLA1 inhibitors, primary screen, counter-screen for PME1 inhibitor project, biochemical, fluorescence polarization, FP-Rh probe ABPP; Acyl-protein thioesterase 1 (Homo sapiens), O75608; inhibition, % at 5.9 µM; recombinant LYPLA1; AID 2174, 2009; hit rate 0.16% among 320,000;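 active means inhibition above the mean of all tested compounds plus 3 SD, set per campaign, cut at about 14% in these data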;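 further: inhibitors block serine hydrolase probe labeling of LYPLA1 so polarization falls; 0% = enzyme with DMSO and 100% = wells lacking LYPLA1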
# Target sequence (O75608 whole entry, looked up): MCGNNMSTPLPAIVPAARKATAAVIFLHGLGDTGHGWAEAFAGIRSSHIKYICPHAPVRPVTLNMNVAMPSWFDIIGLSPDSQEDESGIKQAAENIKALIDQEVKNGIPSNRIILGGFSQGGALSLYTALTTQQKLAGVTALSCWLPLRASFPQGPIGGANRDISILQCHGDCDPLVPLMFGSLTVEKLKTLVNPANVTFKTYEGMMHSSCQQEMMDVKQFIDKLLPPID
# Fam108B inh: mouse Fam108B serine hydrolase inhibitors, primary screen, counter-screen for RBBP9 inhibitor project, biochemical, fluorescence polarization | recombinant Fam108B, FP-Rh probe fluorescence polarization | inhibition, % at 9.51 µM | hit rate 0.33% among 300,000;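 active means inhibition above the screen mean inhibition plus 3 SD, computed separately per campaign, cut at about 18% in these data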;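 further: inhibitors lower polarization as less probe binds the enzyme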
# PAD4 inh: human PAD4 inhibitors, primary screen, biochemical, fluorescence polarization, 1536-well format; Protein-arginine deiminase type-4 (Homo sapiens), Q9UM07; inhibition, % at 6.36 µM; recombinant PAD4, RCA probe fluorescence polarization; AID 485272, 2010; hit rate 0.41% among 330,000;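 active means percent inhibition above a cutoff equal to the mean of all tested compounds plus 3 SD, cut at about 15% in these data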;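 further: 0% = PAD4 with RCA probe and DMSO and 100% = probe without PAD4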
# GSTO1 inh: inhibitors of recombinant GSTO1, primary screen, counter-screen for RBBP9 inhibitor project, biochemical, fluorescence polarization; Glutathione S-transferase omega-1 (Homo sapiens), P78417; activity-based probe fluorescence polarization; inhibition, % at 5.96 µM; hit rate 1.1% among 300,000; AID 1974, 2009;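 active means inhibition above the campaign mean inhibition plus 3 SD, cut at about 35% in these data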;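 further: 0% = GSTO1-1 with DMSO and 100% = wells lacking GSTO1-1 enzyme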
# pPAFAH inh: pPAFAH enzyme inhibitors, primary screen, biochemical, fluorescence polarization, human | Platelet-activating factor acetylhydrolase (Homo sapiens), Q13093 | recombinant pPAFAH, FP-rhodamine probe fluorescence polarization | inhibition, % at 3.39 µM | hit rate 1.5% among 330,000;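 active means inhibition above the mean inhibition across the screen plus 3 SD, cut at about 25% in these data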;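 further: inhibitors block binding of the rhodamine activity-based probe so polarization drops; 0% = enzyme with DMSO and 100% = wells lacking pPAFAH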
# Target sequence (Q13093 whole entry, looked up): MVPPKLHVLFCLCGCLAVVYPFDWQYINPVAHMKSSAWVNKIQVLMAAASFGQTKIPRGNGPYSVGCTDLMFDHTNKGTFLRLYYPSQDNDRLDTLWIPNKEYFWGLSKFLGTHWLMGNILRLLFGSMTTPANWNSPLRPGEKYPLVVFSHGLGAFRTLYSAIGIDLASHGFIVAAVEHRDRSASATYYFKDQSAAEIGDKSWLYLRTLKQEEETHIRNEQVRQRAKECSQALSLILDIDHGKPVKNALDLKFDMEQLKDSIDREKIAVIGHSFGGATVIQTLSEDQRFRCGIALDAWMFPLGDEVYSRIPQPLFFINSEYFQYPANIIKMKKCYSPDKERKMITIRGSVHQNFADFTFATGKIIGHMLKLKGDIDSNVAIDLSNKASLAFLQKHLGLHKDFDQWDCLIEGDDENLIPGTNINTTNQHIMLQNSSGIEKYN
# Numbers without * were called inactive; / = no result given. Some of the compounds tested; count on the stated rates, not on these rows.
SMILES,PAFAH2 inh,PME-1 inh,PAFAH1B3 FP inh,PAFAH1B2 inh,LYPLA1 counter,Fam108B inh,PAD4 inh,GSTO1 inh,pPAFAH inh
Cc1cccc(C(=O)OCC(=O)N2CCN(C(=O)c3ccco3)CC2)c1O,-2.1,/,6.8,8.0,/,/,-2.4,/,4.2
CCOCCn1c(SCCCc2ccccc2)nc2c1c(=O)[nH]c(=O)n2C,5.4,8.0,1.6,3.5,2.8,2.9,-2.7,2.9,11.5
O=C(COC(=O)C1CCC(=O)N1)Nc1ccc(Br)cc1 (centres undefined),-1.2,2.3,9.8,4.2,-1.7,-2.3,1.6,4.5,4.0
CSC1=NC(C(Cl)(Cl)Cl)N=C(c2ccccc2)N1 (centres undefined),-4.3,3.7,-3.8,5.6,-0.4,0.1,-4.9,-5.0,8.5
c1ccc(CCN2CCN=C2Nc2ccccc2)cc1,-0.4,5.0,4.9,-4.9,1.6,-0.1,-1.8,7.5,6.1
CC(=O)c1cccc(NC(=O)CCS(=O)(=O)c2cc3c(cc2C)NC(=O)CO3)c1,6.5,-7.5,6.3,1.4,2.6,-3.5,-4.2,-0.7,1.0
CCc1c(C)nc2cc(-c3cc(OC)cc(OC)c3)nn2c1N1CCN(CCN2CCOCC2)CC1,-12.8,-1.5,-3.4,2.5,-0.4,0.4,0.2,5.6,2.3
CN1CCN(C(=S)Nc2ccc(Cl)cc2)CC1,2.3,-2.5,9.5,-0.6,0.3,-1.0,0.0,6.1,0.1
CCN1CCN(C(C(=O)NC2CCCC2)c2ccc(Cl)cc2)CC1 (centres undefined),-3.4,3.6,0.5,-0.3,-1.5,1.0,0.1,4.4,2.2
C=CCNC(=O)C1CC(=O)N(c2ccc(OCc3ccc(F)cc3)cc2)C1 (centres undefined),2.0,-3.2,-2.1,3.6,0.3,-4.7,-1.7,4.7,4.2
CCc1cc(=O)oc2c(CN3CCN(C)CC3)c(O)c(Cl)cc12,-1.5,3.4,1.2,1.6,0.0,4.0,-3.8,-0.3,3.5
CCCCn1c(N)c(N(Cc2ccccc2OC)C(=O)COc2ccc(C)cc2)c(=O)[nH]c1=O,3.9,1.0,1.1,7.7,1.8,-0.5,-4.1,-0.1,4.1
CCC(CC)C(=O)c1c[nH]c(C(=O)NCc2ccncc2)c1,3.3,0.7,4.4,1.7,2.5,-5.5,-0.3,-1.6,1.3
c1ccn(-c2ccc(-c3ccn[nH]3)cc2)c1,-0.9,1.0,8.3,2.9,1.1,3.8,5.0,-10.0,-6.1
C=C(C)c1cccc(C(C)(C)NC(=O)Nc2ccccc2OCC)c1,-2.6,0.9,-0.2,-0.9,5.8,0.0,0.7,0.7,-3.8
C=CCNc1nnc(C)c2ccccc12,3.1,1.7,6.4,0.9,3.0,1.2,-2.9,-4.9,-1.9
CCOC(=O)CSc1nnc(CNC(=O)c2ccc(OC)cc2)n1C1CCCCC1,4.2,2.6,6.1,3.3,0.5,1.4,-2.3,0.7,1.5
CCCn1nnc(NC(=O)c2ccc([N+](=O)[O-])cc2Cl)n1,5.3,-0.4,6.8,2.3,0.6,0.6,-0.3,-1.9,-0.9
Cc1occc1-c1nnc(SCC(N)=O)o1,-1.5,3.3,5.7,4.9,2.6,-5.2,-1.8,4.6,-4.0
O=C(CCC(=O)Nc1cc(C(F)(F)F)ccc1Cl)N/N=C\c1cc([N+](=O)[O-])ccc1O,24.0,-1.9,9.4,13.6,1.2,2.0,4.1,-11.3,19.9
CCN(C(=O)COC(=O)c1ccc(S(=O)(=O)N2CCCc3ccccc32)cc1)C1CCS(=O)(=O)C1 (centres undefined),-0.2,-2.3,5.2,-0.3,3.6,2.9,-0.3,-12.8,-0.1
CC(=O)Nc1ccc(S(=O)(=O)NC(C)C(=O)OCC(=O)NC2CCCC2)cc1 (centres undefined),-5.7,2.3,6.9,-0.2,1.2,-2.0,-3.7,-3.3,-1.6
CCOc1ccc(N2CC(C(=O)Nc3cccc(C(=O)NC4CC4)c3)CC2=O)cc1 (centres undefined),0.8,-7.0,2.5,2.9,-2.3,/,-4.7,/,-9.5
CCN(CCCCCN(C)C)Cc1cc2ccccc2o1,-0.7,4.9,2.8,-4.3,-4.3,2.9,2.3,2.9,-4.0
COc1ccccc1Nc1nc2ccc(C)cc2cc1C#N,-3.2,-5.7,-11.0,4.4,-1.2,1.0,-5.0,0.7,2.7
CN(C)c1ccc(C=Nc2cnn(C)c2C(N)=O)cc1,5.1,-2.0,13.0,6.1,-1.9,1.1,-1.5,4.6,0.8
CCc1ccc(OCC(=O)Oc2ccc([N+](=O)[O-])cc2)cc1,1.4,-2.6,9.0,4.2,1.3,-3.2,-7.0,4.6,1.6
O=C(NN1C(=O)c2ccccc2C1=O)C1CCCCC1,4.7,-0.1,1.4,2.1,-4.3,-3.2,4.2,3.8,1.9
COc1cccc(/C(C#N)=C/c2c(-c3ccc(Cl)cc3)nc3c(C)cccn23)c1,-3.2,-3.2,-3.7,-4.1,-3.4,-5.8,-0.3,-3.8,0.3
Cc1ccc(C(=O)N/C(=C\c2ccco2)C(=O)NCCN2CCOCC2)cc1,-0.9,-0.9,5.6,4.6,2.1,2.1,1.6,2.4,3.5
COc1ccc(S(=O)(=O)N2CCN(CC(O)COc3ccc(CC#N)cc3)CC2)cc1OC (centres undefined),2.1,-3.5,4.5,-0.7,-0.7,-1.6,0.8,-3.0,0.8
COc1ccc2c(c1)c(=O)cc(C)n2CC(=O)NCc1ccco1,-2.3,10.2,-1.6,3.5,-3.2,-3.4,2.0,-3.0,2.0
Nc1cc(N)nc(SCC(=O)N2CCc3ccccc32)n1,11.3,-6.5,0.2,3.9,-2.8,-4.9,-4.1,-4.8,-0.5
CCn1c(=S)[nH]c2sc3c(c2c1=O)CCCCC3,7.3,1.1,0.2,6.1,-3.0,5.6,-4.4,-38.4,1.8
COc1cc2c(cc1O)CCN(C(=O)CSc1nncn1C)[C@@H]2C,3.2,5.0,0.6,4.7,-1.1,/,-2.0,/,0.5
COC(=O)c1ccc2c(=O)n(CCN3CCOCC3)c(SCC(=O)Nc3ccc(OC)cc3OC)nc2c1,0.8,2.2,6.5,5.2,-2.1,2.0,-4.5,-6.3,3.3
O=C(Cn1nc(Cc2cccnc2)c2ccccc2c1=O)NCC1COc2ccccc2O1 (centres undefined),-7.6,0.5,8.4,14.4,4.7,-0.3,0.3,4.9,-0.5
Cc1ccc(/C=C(\C#N)C(=O)Nc2c(C)cccc2C)s1,-7.6,-8.9,-0.4,-2.0,-4.9,-3.0,-7.0,0.8,3.1
CC(C)c1ccc(NC(=O)COC(=O)CC2CCCC2)cc1,53.5*,/,7.6,4.4,/,/,-2.0,/,18.4
CCc1[nH]nc2c1C1(C(=O)N(Cc3ccccc3)c3ccccc31)C(C#N)=C(N)O2 (centres undefined),6.6,-1.9,7.8,2.1,-1.2,1.1,-0.6,-2.4,1.9
COc1ccc(/C=N/NC(=S)Nc2ccccc2)cc1COc1ccc(F)cc1F,-12.6,1.4,-2.1,-1.2,-6.0,-5.0,-3.0,-1.2,3.6
Cc1[nH]n(-c2ccccc2)c(=O)c1-c1cccc(Cl)c1,1.1,-5.9,13.4,-0.3,-1.3,-1.9,0.2,1.3,1.5
COCCNC(=O)c1ccccc1NC(=O)CSc1ccc(C)cc1,-9.8,1.5,0.9,3.9,3.7,2.6,-2.2,6.7,3.3
O=C(c1cccc([N+](=O)[O-])c1)N(c1ccccn1)c1ccccn1,4.9,2.2,0.7,1.9,-0.8,0.3,-6.2,-5.5,-0.4
COc1ccc2[nH]c(=O)c(CN(Cc3ccccc3)Cc3nnnn3CC3CCCO3)cc2c1 (centres undefined),0.5,-5.5,-3.1,-4.0,-3.0,-0.4,-3.8,4.2,0.0
O=C(NCCCn1ccnc1)C(Cc1ccc([N+](=O)[O-])cc1)N1C(=O)c2ccccc2C1=O (centres undefined),-2.4,1.7,0.1,-0.3,0.6,1.9,-3.6,-4.1,-1.1
Cn1c(=NC(=O)c2ccco2)sc2cccc(F)c21,-2.3,-2.0,2.5,1.9,0.9,4.1,6.9,0.3,6.8
COc1ccc(-c2nnc(SCC(=O)O)n2C)cc1OC,2.2,6.8,4.6,6.0,-0.4,-7.0,-2.2,5.2,-1.2
C=CCSc1nnc(NC(=O)CSc2nc3ccccc3[nH]2)s1,-2.9,-19.4,2.2,-6.1,-3.5,-3.3,-2.4,8.7,4.0
CC(C)[C@H](NC(=O)c1ccco1)C(=O)OCC(=O)Nc1ccccc1OC(F)F,9.8,2.5,5.0,1.4,0.3,2.7,-2.8,2.7,-0.1
COc1ccccc1/C=C1\NC(=S)N(CC2CCCO2)C1=O (centres undefined),-0.1,6.3,6.8,-2.7,-6.0,0.1,-4.1,-7.4,5.0
Cc1ccc(N(CC(=O)NCC2CCCO2)C(=O)CCC(=O)Nc2ccccn2)cc1 (centres undefined),-4.3,-3.9,1.2,3.8,-2.5,3.0,-4.3,11.0,-0.9
C[C@H]1CN([C@@H](C)CO)C(=O)Cc2cc(NC(=O)CCN3CCOCC3)ccc2O[C@@H]1CN(C)Cc1ccc(Oc2ccccc2)cc1,7.3,/,4.2,-0.1,/,/,-4.8,/,7.7
Cc1ccc(-n2ncc3c2CCCC3NC(=O)CCn2ccnc2C)cc1C (centres undefined),-0.9,0.7,1.6,0.6,-0.4,2.6,1.9,0.0,8.8
CN1CCCN(S(=O)(=O)c2cccc(C#N)c2)CC1,2.0,2.6,12.0,3.8,5.0,1.0,-5.2,3.4,-1.1
COc1ccccc1-n1c(C)nc2cc(C(=O)NCC3CCCO3)ccc21 (centres undefined),-13.8,-0.5,-3.9,-0.5,-0.7,-2.0,0.9,2.5,-0.1
COCCNC(=O)/C(C#N)=C/c1nc(N(C)C)n(-c2ccc(F)cc2)c1Cl,1.8,-5.5,-4.0,9.9,1.2,3.9,-2.8,2.3,0.6
O=C(Nc1ccc2c(c1)OCO2)OCc1ccccc1,-1.1,-5.7,3.5,-1.2,-1.7,1.9,-1.5,5.7,7.8
CC(NC(=O)CSC(=S)N1CCCC1)c1ccc(S(N)(=O)=O)cc1 (centres undefined),3.5,4.0,13.5,4.3,6.1,3.4,-3.7,2.2,0.5
OCCCNc1nc(-c2ccc(Cl)cc2)nnc1-c1ccccc1,-6.4,-5.1,-0.5,4.5,2.9,1.0,1.6,-4.5,2.3
